Abeta yeast res: qHTS for compounds that reverse cellular toxicity of Amyloid beta (A-beta) peptide in yeast: Primary Screen; hit rate 0.063% among 410,000; yeast expressing A-beta42, growth rescue, OD600, 48 h; response scale: 0% DMSO, 100% iron-clioquinol control; Potency, µM (top dose mostly 46.1 µM), for the others: at the top dose growth rescue, hits mostly activators; further: potency means the concentration at half of the fitted maximal effect; nearly all actives have a fitted effect of over 55% in size
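Growth rescue measured by 600 nm absorbance after 48 h yeast culture at 30 C with compound. Values normalized between DMSO and an equimolar ferric chloride plus clioquinol control.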
FUS suppressor: qHTS for Suppressors of FUS Proteinopathy: Primary screen using FUS-linked yeast assay; Potency, µM (top dose mostly 76.6 µM), for inactives: top-dose growth rescue (activation), most hits filed as activators; S. cerevisiae FUS-expressing, growth rescue, OD600, 24 h; AID 1347120, 2019; hit rate 0.24% among 390,000;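 further: potency means the concentration at half of the fitted maximal effect; plate controls were DMSO vehicle for no effect and reference control for full effect; nearly all actives have a fitted effect of over 55% in size; some results filed as inactive show a strong effect at the top dose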
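Toxicity suppression screen in FUS-yeast. Cells induced with 2% galactose, starting OD 0.005, treated 24hr at 30C with compounds at multiple final concentrations; growth by OD600.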
pAkt inh: HTS Assay for Inhibitors of Akt Phophorylation: Primary Screen; AID 651550, 2012; activity change, % for hits at 50 µM; hit rate 0.32% among 360,000; Neuro2A IGF-stimulated pAkt S473 HTRF, 20 min; stronger effect = lower value; in the data active means activity change below about -80%; inconclusive means mostly about -51% to -80%; further: on the % scale 0 is the no-effect control and ±100 the full control effect
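Neuro2A cells in DMEM with 0.5% FBS, overnight at 37 deg C, given compound at single 50 µM final, then IGF (6 nM final) for 20 min at 37 deg C. Lysed; phospho-Akt Ser473 by HTRF after 24 h, 665/615 ratio.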
PTHR1 agonist: qHTS for PTHR1 Agonists: Primary Screen | Parathyroid hormone/parathyroid hormone-related peptide receptor (Homo sapiens), Q03431 | HEK293 GP2 PTHR1 cells, GloSensor cAMP luminescence, 1 h | Potency, µM (series often up to 115 µM), without a hit: top-dose activation, hits mostly activators | hit rate 0.075% among 410,000; further: potency means the concentration at half of the fitted maximal effect; nearly all actives have a fitted effect of over 55% in size; some results filed as inactive show a strong effect at the top dose; inactives centre near -15; many of its hits are not listed in these tables
Target sequence (Q03431 whole entry, looked up): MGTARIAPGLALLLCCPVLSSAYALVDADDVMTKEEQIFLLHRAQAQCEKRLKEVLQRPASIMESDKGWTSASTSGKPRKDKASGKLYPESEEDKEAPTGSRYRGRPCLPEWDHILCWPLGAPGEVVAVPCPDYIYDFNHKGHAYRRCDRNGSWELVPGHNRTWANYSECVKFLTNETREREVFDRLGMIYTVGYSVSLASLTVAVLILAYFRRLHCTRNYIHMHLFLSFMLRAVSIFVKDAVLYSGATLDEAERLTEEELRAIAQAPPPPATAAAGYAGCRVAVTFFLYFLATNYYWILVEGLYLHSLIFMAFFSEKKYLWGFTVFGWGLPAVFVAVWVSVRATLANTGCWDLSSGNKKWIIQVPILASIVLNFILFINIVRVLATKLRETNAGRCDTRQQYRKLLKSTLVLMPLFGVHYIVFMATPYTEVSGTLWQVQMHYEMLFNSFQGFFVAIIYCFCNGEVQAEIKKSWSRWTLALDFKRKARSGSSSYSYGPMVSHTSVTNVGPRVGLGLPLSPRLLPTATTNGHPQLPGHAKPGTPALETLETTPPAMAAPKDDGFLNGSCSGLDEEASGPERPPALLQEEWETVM
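HEK-293-derived GP2 cells expressing PTHR1 and a GloSensor cAMP reporter, 3,000/well, plated overnight, given luciferin plus IBMX (each 0.5 mM as added) for 1 h at 37 °C, then compound for 1 h at 37 °C. Luminescence was read after 15 min at room temperature.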
GLP1R inv ag: qHTS of GLP-1 Receptor Inverse Agonists (Inhibition Mode) | Potency, µM (highest dose often 38.3 µM), for the others: top-dose activity change, negative = inhibition, most hits filed as inhibitors | HEK293 GLP-1R CRE-luciferase, luminescence, 24 h; GLP-1R form is constitutively active | hit rate 1.6% among 410,000; further: potency means the concentration at half of the fitted maximal effect; on the % scale 0 is the no-effect control and ±100 the full control effect; nearly all actives have a fitted effect of over 55% in size
Target sequence (P43220 whole entry, looked up): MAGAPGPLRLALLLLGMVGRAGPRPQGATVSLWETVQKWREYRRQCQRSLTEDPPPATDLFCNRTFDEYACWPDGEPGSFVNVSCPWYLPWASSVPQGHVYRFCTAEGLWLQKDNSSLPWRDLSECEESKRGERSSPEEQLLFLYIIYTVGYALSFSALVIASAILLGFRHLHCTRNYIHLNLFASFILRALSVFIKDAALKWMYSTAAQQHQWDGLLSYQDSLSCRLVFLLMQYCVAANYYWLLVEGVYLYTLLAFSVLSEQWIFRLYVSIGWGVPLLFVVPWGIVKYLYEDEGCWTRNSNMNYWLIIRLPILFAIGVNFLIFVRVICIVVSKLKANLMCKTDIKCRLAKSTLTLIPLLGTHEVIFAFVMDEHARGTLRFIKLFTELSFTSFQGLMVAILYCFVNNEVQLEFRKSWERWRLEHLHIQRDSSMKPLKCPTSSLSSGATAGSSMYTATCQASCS
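Constitutively active GLP-1R drives a cAMP-responsive luciferase in stably transfected HEK293 cells; test compounds are added after overnight (12 h) attachment and left 24 hr, and signal loss in luminescence marks inhibition.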
GLP1R cytotox: qHTS of GLP-1 Receptor Inverse Agonists: Cytotox Screen | AID 624418, 2012 | HEK293 cAMP-luciferase reporter cells, luminescence, 24 h | Potency, µM (series often up to 38.3 µM), for inactives: top-dose activity change, negative = inhibition, hits mostly inhibitors | hit rate 0.13% among 410,000;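 further: loss of luciferase light is scored as toxicity; potency means the concentration at half of the fitted maximal effect; on the % scale 0 is the no-effect control and ±100 the full control effect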
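MLSMR compounds, 24 hr on cells at 37 deg C/5% CO2; luminescence after luciferase reagent (12 min RT). Inhibition counted as the undesired cytotoxic outcome.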
TDP43 rescue: qHTS of TDP-43 Inhibitors; Potency, µM (highest dose often 46.1 µM), inactives show at the top dose growth rescue (activation), most hits filed as activators; TDP-43 expressing yeast growth rescue, BacTiter-Glo, 24 h; AID 652104, 2013; hit rate 1.8% among 410,000; further: potency means the concentration at half of the fitted maximal effect; % of control where 0% means no effect; nearly all actives have a fitted effect of over 50% in size
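Readout is BacTiter-Glo luminescence of cell growth, so inhibitors register as activators. TDP-43-expressing yeast at OD600=0.02 in galactose medium, after raffinose pregrowth to mid-log, were incubated with compound for 24 hr at 30 deg C.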
MmCpn inh: Inhibitors of TCP-1 ring complex (TRiC) of Methanococcus maripaludis (MmCpn): qHTS; purified Mm-Cpn ATPase, ADP Transcreener TR-FRET; Potency, µM (series often up to 76.9 µM), inactives show at the highest dose activity, negative = inhibition, usual class: inhibitors; hit rate 0.031% among 330,000; further: potency means the concentration at half of the fitted maximal effect; on the % scale 0 is the no-effect control and ±100 the full control effect; nearly all actives have a fitted effect of over 80% in size
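Reaction buffer contained 30 mM Tris pH 7.4, 100 mM KCl, 5 mM MgCl2 and 1 mM DTT. Mm-CPN (25 nM final) hydrolysed 10 uM ATP over 30 min at 37°C; ADP was read by HTRF.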
aSyn yeast inh: qHTS of alpha-syn Inhibitors | hit rate 0.14% among 370,000 | Potency, µM (doses to about 46.1 µM), for inactives: top-dose growth rescue (activation), most hits filed as activators | AID 652106, 2013 | Yeast expressing alpha-synuclein, growth rescue, BacTiter-Glo, 24 h; further: potency means the concentration at half of the fitted maximal effect; % of control where 0% means no effect; nearly all actives have a fitted effect of over 65% in size
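Screening used galactose-induced yeast with toxic alpha-synuclein levels, exposed to compound for 24 hr at 30 deg C. Cell growth, read with BacTiter-Glo luminescence, gave the measured signal.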
Starred values were filed as active, the others as inactive; i = inactive; ? = inconclusive; nt = not tested or not shown; [ ] = remark or other dose. Unless noted, the call rests on the fitted dose curve; in most records, active means well fitted curve in the direction sought with a large enough effect; inconclusive means small, poorly fitted or top-dose-only effect, or another doubt; inactive means no such curve, though single readings can be large; an effect the other way counts as inactive or inconclusive. This is a subset; count on the stated rates, not on these rows.

SMILES	Abeta yeast res	FUS suppressor	pAkt inh	PTHR1 agonist	GLP1R inv ag	GLP1R cytotox	TDP43 rescue	MmCpn inh	aSyn yeast inh
CCOC(=O)c1cnc(NCc2ccccc2)nc1C	-2%	-10%	nt	-18%	2%	-9%	7.1µM*	0%	nt
CCCCN(C(=O)CSCC(=O)Nc1ccc(OC)cc1)c1c(N)n(Cc2ccccc2)c(=O)[nH]c1=O	9%	21%	i	-8%	-6%	15%	26%	-1%	-1%
Cc1nc2nc[nH]n2c(=O)c1NS(C)(=O)=O	14%	-13%	i	-1%[57.5 µM]	19%	-9%	0%	-1%	-8%
Cc1[nH]c2ccccc2c1CN1CCC(Cc2ccccc2)CC1	3%	37%	i	26%	-8%[0.307 µM]	3%[0.307 µM]	-12%	3%	-4%
Clc1ccccc1CSc1nnc(Cn2cnc3ccccc32)n1-c1ccccc1	7%	31%	i	i	-20%	-6%	-10%	0%	4%
CC(C)(C)C(=O)N1CCN(c2ccc([N+](=O)[O-])c(NCc3cccnc3)c2)CC1	-3%	12%	i	-39%[inhibitor]	37%[activator]	?	-16%	-5%	-1%
CC1CCc2c(sc3nnn(CC(=O)Nc4cccc(C(F)(F)F)c4)c(=O)c23)C1 (stereo unspecified)	-10%	-7%	nt	-27%	3%	5%	-13%	nt	nt
O=C(NCc1ccncc1)/C(=N/O)c1ccccc1	-5%	-5%	i	-14%[57.5 µM]	4%	1%	1%	0%	0%
Cc1cccc(N(CC(=O)Nc2cccc(Cl)c2C)S(C)(=O)=O)c1C	13%	25%	nt	i	?	5%	0%	nt	nt
O=[N+]([O-])c1cccc(C=Nc2cc3c(cc2Br)OCCO3)c1	1%	nt	i	-7%	13%	14%	-17%	0%	-9%
Cc1c(N(C)C(=O)c2ccc3c(c2)OCO3)c(=O)n(-c2ccccc2)n1C	5%	18%	i	-7%[57.5 µM]	0%	1%	22%	2%	-5%
C=CCn1c(Cc2cccs2)nnc1SCC(=O)Nc1ccc(C(=O)OCC)cc1	22%	3%	i	-29%	0%	-11%	0%	1%	-6%
O=C(c1ccccc1)c1cc2ccccc2oc1=O	0%	-5%	i	-14%	-1%	-10%	?	-1%	-10%
COc1ccc(OCC2c3cc(OC)c(OC)cc3CCN2C(=O)COc2ccc(Cl)cc2Cl)cc1 (stereo unspecified)	-5%	39%	nt	i	?	-5%	19%	nt	16%
COc1ccc(-c2nc(CS(=O)CC(=O)N3CCN(C)CC3)c(C)o2)cc1 (stereo unspecified)	-16%	13%	i	i	9%	5%	0%	-2%	-3%
COc1cccc(NC(=O)C2CCCN(c3ncnc4c3nc3n4CCCCC3)C2)c1 (stereo unspecified)	2%	14%	i	-7%	?	3%	28%	-8%	-1%
COc1ccc(C(O)c2nc(-c3cnn(C)c3)cs2)cc1 (stereo unspecified)	5%	-24%	i	-11%	5%	3%	?	nt	9%
Cc1cccc(CSc2nc(N)c(C#N)c(-c3cccs3)c2C#N)c1	11%	25%	nt	-25%	-20%	-27%	?	?	nt
COC(C/C=C\C(=O)[C@H](C)OCc1ccccc1)OC	-8%	-19%	i	-32%[inhibitor]	14%	2%	8%	nt	3%
COc1ccc(/C=C\c2onc(C)c2S(=O)(=O)N2CCC(C(=O)Nc3ccccc3OC)CC2)cc1	0%	13µM*	nt	?	-14%	3%	-12%	nt	nt
O=C(Nc1ccccc1)c1nnn(Cc2ccccc2)c1NC(=O)C(F)(F)F	9%	25%	i	-11%[57.5 µM]	16%	0%	?	0%	-25%
O=C(NCc1cccc(C(F)(F)F)c1)c1csc([C@H]2C[C@H](O)[C@@H](CO)O2)n1	-5%	-28%	i	-14%	-14%	-1%	3%	nt	-1%
CCn1c(SCC(=O)Nc2ccc(C(C)=O)cc2)nnc1C1CC1	-9%	1%	i	i	14%	5%	-9%	-1%	-5%
COc1ccc(C(=O)COC(=O)[C@H](C)Nc2ccc(C(F)(F)F)cc2[N+](=O)[O-])cc1	-13%	-7%	i	?	-7%	-17%	-15%	-1%	-7%
Cc1ccc(NC(=S)NCCN(C2CCCCC2)C2CCCC2)cc1	nt	16%	i	-20%	?	0%	8%	2%	-10%
CC(C)C[C@H]1CNC(=O)C(=O)N1CC1CCN(CCC(C)(C)C)CC1	-10%	-23%	i	i	10%	-11%	-25%	nt	-3%
O=C(NCc1ccncc1)c1ccc(OCc2ccccc2)cc1	8%	-13%	i	-50%[inhibitor]	8%	-3%	24%	nt	-1%
Cc1c(Cl)c([N+](=O)[O-])nn1CCCC(=O)Nc1sc2c(c1C#N)CCC2	8%	-19%	i	-13%	2%	-19%	-19%	1%	-28%
COc1ccc(C2CC(=O)c3cc(-c4nc(-c5cccc([N+](=O)[O-])c5)cs4)c(=O)n(-c4ccc(OC)cc4)c3C2)cc1 (stereo unspecified)	1%	6%	nt	-17%	2%	-2%	5%	nt	nt
CCN1CCN(C(c2ccc(C(F)(F)F)cc2)c2ccc3cccnc3c2O)CC1 (stereo unspecified)	-77%[inhibitor]	25%	i	i	3%	-12%	-62%[inhibitor]	-8%	-49%[inhibitor]
OC(COCc1ccco1)CN1CCN(c2ccccc2)CC1 (stereo unspecified)	10%	nt	i	i	-7%	1%	-10%	3%	5%
Brc1cccc(CNc2nc3ccccc3n2CCN2CCCCC2)c1	3%	-21%	i	-43%[inhibitor]	?	?	19%	0%	4%
Cc1ccc(NC(=O)COC(=O)Cn2c(C)csc2=O)cc1C	-1%	12%	i	-6%[57.5 µM]	-7%	1%	?	0%	8%
COc1ccccc1NC(=O)NC1(C(=O)N2CCCCC2)CCCCC1	-4%	26%	i	-12%	1%	17%	-18%	-1%	-12%
Cc1cc(C(=O)CSc2nnc(N)s2)c(C)n1Cc1ccco1	-6%	5%	i	-13%	-2%	9%	-7%	0%	0%
CC(=O)c1cc(C#N)c(SCc2ccncc2)nc1C	12%	1%	i	-20%[57.5 µM]	39%[activator]	0%	9%	-4%	-5%
S=c1[nH]nc(-c2ccccn2)n1/N=C/c1ccc(-c2ccccc2Br)o1	10%	-10%	i	29%	?	-8%	13%	?	-1%
O=C(CN1CCN(C(=O)c2ccco2)CC1)Nc1cccc(S(=O)(=O)N2CCCC2)c1	0%	18%	i	-17%	13%	1%	7%	0%	-6%
CC(=O)c1ccc(N2CC(C)(C)C2=O)cc1	0%	8%	i	i	38%[activator]	7%	-12%[9.22 µM]	-5%	4%
COc1ccc(CCNC(=O)CSc2nnc(-c3cccc(C)c3)o2)cc1OC	10%	2%	nt	-3%	7%	-29%	13%	-2%	nt
Cc1ccc(CSc2nnc(-c3ccncc3)n2N)cc1	-4%	-12%	i	i	51%[activator]	16%	-4%	1%	-1%
COc1cccc(-c2onc3ccc(C(C)=O)cc23)c1	-14%	-14%	i	i	15%	-1%	4%	-1%	1%
COc1cc(C(=O)N2CCN(S(=O)(=O)c3ccc(C)cc3)CC2)ccc1OCC(=O)N1CCOCC1	-3%	20%	i	-21%	11%	3%	5%	nt	3%
Cc1onc(C(N)=O)c1C(=O)Nc1ncc(C(F)(F)F)cc1Cl	7%	12%	i	i	23%	-3%	-11%	-1%	-5%
C[C@@H]1CN([C@@H](C)CO)C(=O)c2cc(NS(=O)(=O)c3cccs3)ccc2O[C@H]1CN(C)Cc1ccc(C(F)(F)F)cc1	-10%	10%	i	-37%[inhibitor]	?	?	-4%	-3%	-4%

A draw from above in order of heavy-atom count, rising:
SMILES	Abeta yeast res	FUS suppressor	pAkt inh	PTHR1 agonist	GLP1R inv ag	GLP1R cytotox	TDP43 rescue	MmCpn inh	aSyn yeast inh
O=C(c1ccccc1)c1cc2ccccc2oc1=O	0%	-5%	i	-14%	-1%	-10%	?	-1%	-10%
O=[N+]([O-])c1cccc(C=Nc2cc3c(cc2Br)OCCO3)c1	1%	nt	i	-7%	13%	14%	-17%	0%	-9%
CC1CCc2c(sc3nnn(CC(=O)Nc4cccc(C(F)(F)F)c4)c(=O)c23)C1 (stereo unspecified)	-10%	-7%	nt	-27%	3%	5%	-13%	nt	nt

Next section.
SMILES	Abeta yeast res	FUS suppressor	pAkt inh	PTHR1 agonist	GLP1R inv ag	GLP1R cytotox	TDP43 rescue	MmCpn inh	aSyn yeast inh
CC(=O)Nc1ccc(NC(=O)c2c(-c3ccccc3Cl)noc2C)cc1	-11%	-7%	i	i	10%	5%	2%	0%	3%
CCOc1ccc(NC(=O)CN(C)C(=O)c2ccc(COc3ccccc3)o2)cc1OCC	-12%	22%	i	i	-9%	1%	25%	-1%	5%
CCOc1ccc(-n2c(=O)c3c4c(sc3n(CC(=O)NC(C)CC)c2=O)CCCC4)cc1 (stereo unspecified)	-6%	-20%	nt	i	9%	-9%	14%	nt	nt
On1c(-c2ccccc2)nc2ccc(Cl)cc21	10%	0%	i	-2%[57.5 µM]	45%[activator]	2%	18%	-3%	-2%
Cc1ccc(C(=O)NNC(=O)c2ccc(S(=O)(=O)N3CCCCC3)cc2)cc1	-7%	19%	i	-66%[inhibitor]	-17%	5%	-20%	3%	-5%
CCn1cc(CNC(=O)c2ccc(C)s2)cn1	-5%	-15%	i	i	-10%	11%	-2%	1%	-3%
O=C(NCCSCc1ccccc1Cl)C1CCN(S(=O)(=O)Cc2ccccc2)CC1	3%	0%	nt	-17%	-12%	-1%	10%	nt	nt
